Screens (PubChem)
AmpC det inh: blocks E. coli AmpC beta-lactamase in presence of detergent; P00811; purified AmpC, nitrocefin hydrolysis with detergent; Potency, µM (series often up to 28.7 µM), for the others: at the top dose activity change, negative = inhibition; 71,000 tested, 0.09% active; active = well fitted curve in the direction sought with a large enough effect
Target sequence (P00811 whole entry, looked up): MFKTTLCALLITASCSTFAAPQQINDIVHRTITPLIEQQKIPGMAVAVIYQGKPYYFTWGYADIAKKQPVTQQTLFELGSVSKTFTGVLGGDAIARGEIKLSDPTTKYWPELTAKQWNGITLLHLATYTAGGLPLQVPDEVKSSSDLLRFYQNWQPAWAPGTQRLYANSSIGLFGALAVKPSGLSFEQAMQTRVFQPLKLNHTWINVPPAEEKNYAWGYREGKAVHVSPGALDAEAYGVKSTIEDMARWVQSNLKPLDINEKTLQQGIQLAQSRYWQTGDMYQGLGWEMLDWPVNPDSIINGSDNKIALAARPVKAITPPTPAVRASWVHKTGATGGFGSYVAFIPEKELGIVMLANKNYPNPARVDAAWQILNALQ
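E. coli AmpC (5.3 nM) in 20 mM phosphate pH 7.0 with 0.01% Triton X-100, preincubated 15 min RT with compound; nitrocefin (2 uL of 800 uM stock) hydrolysis followed by 480 nm absorbance every 20 s over 4 min.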
Numbers without * were called inactive; & = joins results of further samples; [ ] = dose if it differs, or a comment. % is scaled to controls: 0 for no effect and ±100 for the full control effect; potency is read from the fitted curve at half-maximal effect.

SMILES	AmpC det inh
CC1=CC(C#N)(C#N)C(C#N)(C#N)C(c2ccccc2)N1 (configuration not stated)	-3.1%
CC(=O)Nc1ccc(N=Cc2ccc[nH]2)cc1	9.9%
O=C(O)CCCn1c(=O)[nH]c2ccccc2c1=O	0.3%
COc1ccc(OC)c(C2=NOC(C(=O)N3CCC4(CC3)OCCO4)C2)c1 (configuration not stated)	-6.0%
CCN(CC)C(=O)CSc1nnc([C@H](CCSC)NC(=O)OC(C)(C)C)o1	0.5%
CCOC(=O)c1sc(=NC(=O)c2cccc(OC)c2)n(C)c1C	-4.4%
Cn1c(C(=O)NCc2ccco2)cc2c(=O)[nH]c3ccccc3c21	-4.0%
N[C@@](C(=O)O)(c1ccc(P(=O)(O)O)cc1)C1CC1	-2.4%
Cc1ccc(-n2ncc3c(=O)n(CC(=O)NCc4ccco4)cnc32)cc1	1.3%
Clc1cccc(Cl)c1	8.9%
COC(=O)Cn1nnc(-c2cccc(OC)c2)n1	-6.6%
COc1ccc(CCNC(=O)c2cc3sc(Cl)cc3n2C)cc1OC	15.9%
CCc1ccccc1NC(=O)Cn1nnc(-c2cccnc2)n1	-3.7%
COCC(=O)NCCNc1nc2ccc(C)cc2cc1C	6.4%
COc1ccccc1N1CCN(C(=O)CSc2nnc(NC(=O)c3ccco3)s2)CC1	-3.4%
CCOC(=O)c1c(-n2cnnn2)sc(C)c1C	-0.1%
C=CCn1c(O)c(CN2CCOCC2)c(C)c(C#N)c1=O	1.4%
Cc1cccc(OCc2nnc(SCC(=O)Nc3ccc(C)c(C)c3)o2)c1	-1.3%
CCCCN(Cc1ccccc1)c1ncnc2nc[nH]c12	4.0%
COc1ccccc1-c1cc(C(=O)Nc2ccc(F)cc2F)no1	-2.6%
COc1ccc(-c2noc(CCC(N)=O)n2)cc1OC	-1.1%
CC(=O)N1CN2CN(C(C)=O)CC(C(=O)c3ccc(Br)cc3)(C2)C1	-6.6%
CCOC(=O)N1CCC(NC(=O)c2cccc3c2C(=O)N(c2ccc(OC)cc2)C3)CC1	22.7%
CCOC(=O)CSc1nnc(-c2cccnc2)n1Cc1ccccc1	16.0%
COC(=O)Cn1c(=O)c2c(nc(Br)n2CC(=O)OC)n(C)c1=O	9.2%
Going on with the list:
SMILES	AmpC det inh
Cc1ccc(Oc2ccc(N)cc2)cc1	-6.7%
COc1ccc(C(CNC(=O)C2CC(=O)N(Cc3ccc(C)cc3)C2)N(C)C)cc1 (configuration not stated)	5.8%
CCN(Cc1ccccc1)C(c1ccccn1)c1nnnn1C(C)(C)CC (configuration not stated)	10.6%
COc1cc(-c2nc(-c3cccc(C)c3)no2)cc(OC)c1OC	-0.6%
CCC(=O)N1CCc2cc(S(=O)(=O)CCC(=O)Nc3cccc(F)c3)ccc21	-0.7%
CC12CC(c3ccccc3O1)N(C(=O)c1ccco1)C(=O)N2c1ccccc1 (configuration not stated)	12.9%
c1ccn2cc(CSC3=NCCS3)nc2c1	-5.2%
CCOC(=O)c1cnn(-c2cc(C)c3ccccc3n2)c1N	17.1%
O=C(Cn1ncn2c(cc3ccccc32)c1=O)NCCC1=CCCCC1	8.6%
COC(=O)C1=C(C)NC(C)=C(C(=O)OC(C)C)C1c1cccc2nonc12 (configuration not stated)	-3.3%
CC1(C)C(=O)Nc2ccccc2N1C(=O)COc1ncnc2ccccc12	-4.6%
O=S1(=O)CCN=C2SC3=C(CCCC3)N21	4.4%
COC(=O)[C@@]1(Cc2ccc(F)cc2)[C@H]2c3cc(C(=O)N(C)C)n(Cc4ccc(Cl)c(C(F)(F)F)c4)c3C[C@H]2CN1C(=O)c1ccccc1	0.8%
O=c1c(-c2cc(F)cc(F)c2)nc2cnc(N3CCOCC3)nc2n1C[C@H]1CCCO1	3.5%
COCc1nnc(NC(=O)c2ccc(NC(C)=O)cc2)s1	-3.2%
Cc1cc(NC(=O)CSc2nnc(Cc3cccn3C)n2CCc2ccccc2)no1	10.7%
NO	-8.6%
CCc1[nH]nc2c1C(c1ccncc1)C(C#N)=C(N)O2 (configuration not stated)	0.2%
COc1ccc(-n2c(=O)c(-c3ccc(Cl)cc3)nc3cnc(N(C)C)nc32)cc1	4.2%
Cn1c(SCC(=O)NCCc2ccccc2)nnc1-c1ccncc1	-2.4%
OCC(O)CO	11.7%&15.1%
C=CCn1c(SCC(N)=O)nnc1-c1ccccc1O	19.8%
COC(=O)Nc1nc2ccc(Sc3ccccc3)cc2[nH]1	-2.1%[12.8 µM]
CC(C)(C)c1ccc(-c2conc2N)cc1	-4.6%
O=C(NC1CCS(=O)(=O)C1)c1cn(-c2ccccc2)nc1-c1ccccc1 (configuration not stated)	1.3%
Further entries.
SMILES	AmpC det inh
COC(=O)CC1NCCNC1=O (configuration not stated)	-1.5%
Cc1oc(C)c2c(=O)ccc3c(c12)OC(N)=C(C#N)C3c1ccc(F)cc1 (configuration not stated)	-2.3%
COc1cccc(N=Cc2ccc(O)cc2O)c1	-1.7%
CCCCCCCCCCCCC(=O)N1CCCC[C@H]1CNC(=O)[C@@H](N)CCCCN	-4.0%
Cn1c(=O)c(C(=O)NC2CCCCCCC2)c(O)c2ccccc21	5.4%
CC(=O)Oc1c(S(=O)(=O)c2ccc(C)cc2)c(C)nn1C(C)(C)C	-0.5%
CC1=C(C(=O)OC2CCCCC2)C(c2cccnc2)n2nnnc2N1 (configuration not stated)	8.2%
N#CNC(N)=Nc1cccc(Cl)c1	12.5%
COc1ccc(-c2noc(CN3CCOCC3)n2)cc1OC	-3.6%
CC1CN(C(=O)c2cc(F)c(F)cc2Cl)CC(C)O1 (configuration not stated)	-2.3%
COCCOC(=O)C(C#N)c1nc2ccccc2nc1N1CCN(Cc2ccccc2)CC1 (configuration not stated)	-2.4%
COc1ccc(C2C(C(=O)c3sc(C)nc3C)=C(O)C(=O)N2CCN2CCOCC2)cc1 (configuration not stated)	-0.9%
COc1ccc(CN(C(=O)CNC(=O)c2ccco2)C(C(=O)NC2CCCC2)c2ccco2)cc1 (configuration not stated)	-4.3%
Cc1ccc2c(CC(=O)OCn3nnc4ccccc4c3=O)coc2c1	-8.6%
CCc1nnc(NC(=O)CSc2nnc(CNc3cccc(C)c3)n2-c2ccccc2)s1	-1.3%
O=C(Nc1cccnc1)c1cc2c(ccc3ccccc32)o1	-8.8%
O=C(NCC(c1cccnc1)N1CCN(c2ccccc2)CC1)Oc1ccccc1 (configuration not stated)	-3.0%
CC(C)c1nc2oc3c(NCC4CCCO4)ncnc3c2c2c1CCC2 (configuration not stated)	2.6%
COc1ccc(-c2noc(COc3ccc4c(c3)OCO4)n2)cc1	-1.8%
COc1ccc2c(c1)cc1n2CCN2CCCN=C12	1.9%
O=S(=O)(NCCSc1nnnn1-c1ccccc1)c1cccs1	-1.2%
Cc1cc(=O)oc2cc(OCC(=O)OCC(=O)N3CCc4ccccc43)ccc12	15.2%
Cc1ccc(S(=O)(=O)Nc2ccc(S(=O)(=O)N3CCCC3)cc2)cc1	12.9%
CCC1CCCCN1C(=O)COC(=O)c1ccc(S(=O)(=O)N2CCOCC2)cc1 (configuration not stated)	-1.3%
CCn1c(CNC(=O)c2cccc(C)c2)nc2ccccc21	-1.7%

Sorted by length of the SMILES (ascending): part of the list above
SMILES	AmpC det inh
COC(=O)CC1NCCNC1=O (configuration not stated)	-1.5%
N#CNC(N)=Nc1cccc(Cl)c1	12.5%
CCn1c(CNC(=O)c2cccc(C)c2)nc2ccccc21	-1.7%
O=C(NCC(c1cccnc1)N1CCN(c2ccccc2)CC1)Oc1ccccc1 (configuration not stated)	-3.0%
CCC1CCCCN1C(=O)COC(=O)c1ccc(S(=O)(=O)N2CCOCC2)cc1 (configuration not stated)	-1.3%

Later entries
SMILES	AmpC det inh
COc1cc(Cl)c(C)cc1NC(=O)CSc1nnc(-c2ccccn2)n1Cc1ccco1	-4.5%
O=C(Nc1nc(-c2cccs2)cs1)c1ccc(S(=O)(=O)N2CCCC2)cc1	2.0%
CCCN1Cc2cccc(C(=O)Nc3cc(OC)cc(OC)c3)c2C1=O	-7.9%
CC1CCCCC1NC(=O)CCCc1nc2ccccc2c(=O)[nH]1 (configuration not stated)	11.0%
Cc1ccc(-c2noc(CSc3nnnn3-c3ccccc3)n2)cc1	0.0%
O=C(NCc1cccs1)c1nc2c(nnn2Cc2ccc(F)cc2)c(=O)[nH]1	8.2%
NC(=O)C1(N2CCCCC2)CCN(C(=O)c2ccc(-n3cnnn3)cc2)CC1	8.9%
CCCCNC(=O)CS(=O)Cc1nc(-c2cccc(Cl)c2)oc1C (configuration not stated)	8.1%
CCCCn1cnc2c(c(CC#N)nn2-c2ccccc2)c1=N	-2.4%[5.75 µM]
CCOC(=O)N1CCC(N(C(=O)Nc2ccc(CC)cc2)C(C)CC)CC1 (configuration not stated)	-0.9%
CCCCSc1nnc(-c2ccc(C)cc2)o1	-0.7%
O=C(O)C1CC=CCC1C(=O)Nc1ccccc1Cl (configuration not stated)	2.4%
CC(=O)c1ccc(Cc2cnc(N)s2)cc1	-4.1%
COc1ccccc1NC(=O)C1CCCN1C(=O)NCc1ccccc1 (configuration not stated)	-2.5%
CCOC(NC(=O)c1ccccc1)C(NC(=O)c1ccccc1)OCC (configuration not stated)	-2.5%
O=C(CCc1nc2ccccc2s1)N1CCN(S(=O)(=O)c2cccs2)CC1	-3.7%
Cc1cc(C(=O)COc2nncc3ccccc23)c(C)n1C	17.8%
COc1ccc2c(CC(=O)NCc3ccc4c(c3)OCO4)coc2c1	-5.2%
CC(O)C(=O)O (configuration not stated)	7.7%
O=[N+]([O-])c1ccc(C2=Nn3c(nnc3-c3ccc(Cl)cc3)SC2)o1	-3.4%[5.75 µM]
Cc1ccc(N2C(N)=C(C#N)C(c3cccnc3)C3=C2CC(C)(C)CC3=O)cc1 (configuration not stated)	-0.8%
c1ccc2[nH]c(SCc3cscn3)nc2c1	-5.9%
Cc1cc(N2CCN(C)CC2)nc2ccc(NC(=O)CCC(=O)NCCC3=CCCCC3)cc12	-5.4%
O=C(c1ccco1)N1CCC2(CC1)CCN(c1ccccc1)CC2	1.5%
CCC1CCCCN1CCCNC(=O)CNC(=O)Cn1ccc2ccccc2c1=O (configuration not stated)	8.0%
Continued:
SMILES	AmpC det inh
CN(C)C(=O)c1ccc(-c2cncnc2NCc2cccnc2)cc1	1.6%
O=C(c1cc2cc3ccc(Cl)cc3nc2o1)N1CCN(Cc2ccc3c(c2)OCO3)CC1	-3.6%
CCC(C)(C(=O)NC1CCCCC1)N(Cc1ccco1)C(=O)CC1NC(=O)NC1=O (configuration not stated)	3.8%
COC(F)(C(=O)Nc1ccc2c(c1)C(=O)NC2=O)C(F)(F)F (configuration not stated)	1.9%
CCC(=O)Nc1ccc(-c2nnc(SCC(=O)Nc3nccs3)n2C)cc1	-3.5%
COc1cc(NC(=O)Nc2ccccc2)c(OC)cc1NC(=O)CN1CCCCC1	6.9%
COc1ncc2nc(C)c(=O)n(CCC#N)c2n1	-2.1%
Cc1nnc(S(=O)(=O)c2ccc(N=Nc3c(N)nc(N)nc3N)cc2)s1	-3.2%[5.75 µM]
COc1ccccc1Nc1nc(C)cc(=O)[nH]1	-2.9%
O=C(O)CCc1ccc(-c2ccccc2)[nH]1	-9.3%[5.75 µM]
COc1ccc(CNC(=O)Cn2nc(-c3ccc4c(c3)OCCO4)ccc2=O)cc1	-1.0%
O=C(C1=C(O)C(=O)N(c2ncccn2)C1c1cccs1)c1ccco1 (configuration not stated)	-1.8%
CCC1Oc2ccccc2N(CC(=O)NCCC2=CCCCC2)C1=O (configuration not stated)	10.1%
COC(=O)[C@H](Cc1ccccc1)NC(=O)NCC1CCCO1 (some centres not stated)	-2.2%
CN1CCc2c(sc3c2C(=O)NC(c2ccccn2)N3)C1 (configuration not stated)	-1.6%
O=C(CN1CCOCC1)NC1CC2CCC1C2 (configuration not stated)	-0.4%
CCC/C=C(\CCC)C(NS(=O)(=O)c1ccc(-c2ccccc2)cc1)c1ccc(C(=O)OC)cc1 (configuration not stated)	-1.5%
Cc1cc(Cl)ccc1Nc1sc(C(=O)c2cc3cc(Cl)ccc3o2)c(N)c1C#N	-5.3%[5.75 µM]
CC(=O)Nc1ccc(S(=O)(=O)N2CCC(c3nc4ccccc4[nH]3)CC2)cc1	7.2%
CCNc1ncc2nc(-c3cccs3)c(=O)n(Cc3cccc(OC)c3)c2n1	-0.1%
CSc1nnc2c(n1)[nH]c1c(C)cccc12	7.4%
CCCCn1cnc2sc3c(c2c1=N)CCCC3	-1.2%
CCOC(=O)c1ccccc1NC(=O)Cn1cnc2c1c(=O)n(C)c(=O)n2C	-5.5%
O=C(Cn1cnc2c(nnn2Cc2ccc(F)cc2)c1=O)N1CCN(c2ccccc2)CC1	8.8%
CC(=O)C(Sc1nc(-c2ccco2)nc2c1c(=O)n(C)c(=O)n2C)C(=O)N(C)C (configuration not stated)	0.1%

Some of the entries above in another layout.
SMILES: COc1ccccc1Nc1nc(C)cc(=O)[nH]1
  AmpC det inh: -2.9%

SMILES: O=C(O)CCc1ccc(-c2ccccc2)[nH]1
  AmpC det inh: -9.3%[5.75 µM]

SMILES: COc1ccc(CNC(=O)Cn2nc(-c3ccc4c(c3)OCCO4)ccc2=O)cc1
  AmpC det inh: -1.0%

SMILES: O=C(C1=C(O)C(=O)N(c2ncccn2)C1c1cccs1)c1ccco1 (configuration not stated)
  AmpC det inh: -1.8%

Not all compounds are listed, so the mix of outcomes need not match the whole.
